CIT2 TOR yeast = alters CIT2-GFP fluorescence in TOR pathway yeast screen | S. cerevisiae CIT2-GFP strain, flow cytometry, 3 h; 100 means same as DMSO wells | GFP response vs DMSO, % at 10 µM | 0.065% of 320,000 active | AID 2029;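 active = GFP response relative to DMSO above a set limit, near the screen mean plus 3 SD, cut at about 150% in these data; inconclusive = Fewer than 70 cells measured for a yeast strain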;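 also: ratio of well median GFP fluorescence to mean of DMSO wells on the plate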
AHR act = activators of human aryl hydrocarbon receptor; AID 2796; 2.5% of 320,000 active; activation, % at 5 µM; AHR-responsive luciferase reporter cells, luminescence; in the data active = activation above about 47%;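 also: 0% = vehicle wells and 100% = reference agonist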
Target sequence (P35869 whole entry, looked up): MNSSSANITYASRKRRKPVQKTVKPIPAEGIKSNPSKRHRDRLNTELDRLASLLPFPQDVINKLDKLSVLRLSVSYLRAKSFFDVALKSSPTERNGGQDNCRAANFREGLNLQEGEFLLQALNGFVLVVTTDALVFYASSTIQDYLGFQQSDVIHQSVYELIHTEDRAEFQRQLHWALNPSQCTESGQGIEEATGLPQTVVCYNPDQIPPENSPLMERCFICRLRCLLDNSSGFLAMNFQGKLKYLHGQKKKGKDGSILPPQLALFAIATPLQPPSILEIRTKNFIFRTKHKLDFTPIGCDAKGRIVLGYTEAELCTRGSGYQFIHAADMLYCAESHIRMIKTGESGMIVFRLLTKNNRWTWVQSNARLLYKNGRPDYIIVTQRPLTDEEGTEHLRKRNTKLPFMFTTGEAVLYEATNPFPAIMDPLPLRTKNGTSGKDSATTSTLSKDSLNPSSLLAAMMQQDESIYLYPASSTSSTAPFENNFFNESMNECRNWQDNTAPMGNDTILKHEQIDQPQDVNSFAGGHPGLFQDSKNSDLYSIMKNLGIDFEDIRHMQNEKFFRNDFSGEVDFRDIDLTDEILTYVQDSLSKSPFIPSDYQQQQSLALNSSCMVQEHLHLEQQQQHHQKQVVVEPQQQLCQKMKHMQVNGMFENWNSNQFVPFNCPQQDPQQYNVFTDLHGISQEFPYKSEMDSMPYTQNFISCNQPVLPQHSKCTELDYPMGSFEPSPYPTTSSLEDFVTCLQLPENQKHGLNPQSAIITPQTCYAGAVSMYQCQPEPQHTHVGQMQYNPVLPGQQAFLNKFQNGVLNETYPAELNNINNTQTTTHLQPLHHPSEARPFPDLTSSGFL
Efflux pump mplx = antifungal efflux pump inhibition, Nile Red retention; 0.44% of 330,000 active; S. cerevisiae Candida pump triplex; inhibition, % at 10 µM; AID 485275;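 active = plate passing quality check with inhibition over a set limit, or well fluorescence over plate mean plus 4 SD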;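 also: Nile Red retained in pooled yeast measured as flow cytometry median fluorescence; 0% = buffer negative control and 100% = Enniatin B positive control; higher means more Nile Red kept so more efflux inhibition; some compounds called inactive have numbers as strong as hits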
AGP1 TOR yeast = alters AGP1-GFP fluorescence in TOR pathway yeast screen | S. cerevisiae AGP1-GFP multiplex flow cytometry, 3 h; GFP as percent of DMSO wells | GFP response vs DMSO, % at 10 µM | 0.02% of 320,000 active;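 active = GFP response relative to DMSO above a set limit, near screen average plus 3 SD, cut at about 150% in these data; inconclusive = fewer than 70 cells counted for the yeast strain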;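 also: median GFP channel fluorescence of the gated AGP1 strain per well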
RPL19A TOR yeast = yeast TOR pathway RPL19A-GFP modulation | S. cerevisiae RPL19A-GFP strain, flow cytometry, 3 h; hits give low values | percent response vs DMSO, % at 10 µM | 0.3% of 330,000 active | AID 2025;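 active = percent response vs DMSO below 50%; inconclusive = fewer than 70 events counted for the yeast strain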;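 also: median channel GFP fluorescence of the barcoded RPL19A-GFP strain; ratio of sample median GFP to plate DMSO average so 100% = DMSO; lower means less RPL19A-GFP as with rapamycin TOR inhibition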
MEP2-GFP yeast = yeast TOR pathway MEP2-GFP modulation; S. cerevisiae MEP2-GFP strain, flow cytometry GFP, 3 h; 100% = DMSO control level; GFP response vs DMSO, % at 10 µM; 0.51% of 330,000 active; AID 2016;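 active = GFP response versus DMSO above a set limit, roughly screen mean plus 3 SD, cut at about 180% in these data; inconclusive = fewer than 70 cells counted for a yeast strain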;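 also: median GFP fluorescence of the barcode-gated MEP2-GFP cells per well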
CR mimetic SO = caloric restriction mimetics inhibiting age-related superoxide in yeast; S. cerevisiae aged cells, superoxide DHE fluorescence; hits give low values; 0.18% of 330,000 active; AID 2690; superoxide response (% of plate mean), % at 10 µM;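 active = superoxide response under a set limit, about three screen SD below normal, cut at about 65% in these data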;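 also: yeast aged for seven days with compound at 30 °C before DHE staining; 100% = average MFI of all compound-treated wells on the plate with controls excluded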
LAP4-GFP MLPCN = modulators of TOR pathway LAP4-GFP in S. cerevisiae. S. cerevisiae LAP4-GFP multiplex, flow cytometry GFP, 3 h; median GFP as percent of DMSO wells. GFP response vs DMSO, % at 10 µM. 0.34% of 320,000 active;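 active = GFP response vs DMSO above a set limit, about the screen mean plus 3 SD, cut at about 150% in these data; inconclusive = under 70 cell events counted for the yeast strain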
Active calls of the source: *; ? = inconclusive; [ ] = dose if it differs, or a comment.

smiles	CIT2 TOR yeast	AHR act	Efflux pump mplx	AGP1 TOR yeast	RPL19A TOR yeast	MEP2-GFP yeast	CR mimetic SO	LAP4-GFP MLPCN
O=C1CC(N2CCN(S(=O)(=O)c3ccccc3F)CC2)C(=O)N1c1ccc(F)cc1F (configuration not stated)	96	1	-0.2	104	94	100	65*	101
CCCCOc1c(C(=O)Nc2ccccc2)nnn1-c1ccccc1	91	-1	0.1	95	94	96	103	95
COC(=O)CSc1nc2cc3c(cc2cc1C)OCCO3	96	0	0.1	94	95	97	79	104
CCOC(=O)C(CN1CCCC1)c1ccccc1 (configuration not stated)	98	-1	-0.1	93	104	100	97	101
CCOc1ccc(N2C(N)=NC(N)=NC2(C)C)cc1	108	0	-0.1	104	96	87	92	92
CCOC(=O)C1=C(C)NC(=O)C1CC(=O)Nc1ccccc1 (configuration not stated)	104	-2	-0.1	107	107	113	106	96
Cc1cc(OCc2cc(C(=O)N(C)C3CCOC3)no2)cc(C)c1Cl (configuration not stated)	?	11	0.1	?	27*[may fluoresce violet]	121[may fluoresce violet]	91	84[may fluoresce violet]
Cc1ccccc1N1CCN(S(=O)(=O)C[C@]23CCC(CC2NC(=O)[C@@H](N)CCS(C)(=O)=O)C3(C)C)CC1 (some centres not stated)	89	0	0.2	89	99	93	98	102
CCCN1CN=C(Nc2nc3ccccc3o2)NC1	98	1	-0.1	110	99	93	97	121
Cc1cc(C)c(OCCCCN(C)Cc2ccccc2)c(C)c1	113	3	0.1	109	108	105	103	92

smiles	CIT2 TOR yeast	AHR act	Efflux pump mplx	AGP1 TOR yeast	RPL19A TOR yeast	MEP2-GFP yeast	CR mimetic SO	LAP4-GFP MLPCN
CCOc1ccccc1N1CC(C(=O)Nc2cccc(S(=O)(=O)N3CCCCC3)c2)CC1=O (configuration not stated)	91	0	-0.4	99	96	97	86	101
CCOC(=O)N1CCC(NC(=O)c2ccc3c(c2)N=C(CC)c2ccccc2S3)CC1	100	7	0.0	99	92	93	88	108
N#Cc1c(NC(=O)/C=C/c2ccco2)sc2c1CCCC2	83	1	0.1	85	89	92	97	90
CCOC(=O)CNc1ncc(C(F)(F)F)cc1Cl	89	-2	0.1	101	97	96	104	105
Cc1nc(C)c(C(=O)C2=C(O)C(=O)N(CCN(C)C)C2c2cccs2)s1 (configuration not stated)	103	-2	0.0	106	106	108	110	108
O/C(=C\c1nc2ccccc2nc1/C=C(\O)c1ccccc1)c1ccccc1	89	70*	-0.2	92	101	89	92	96
Cc1cccc(NC(=O)CSc2nnc(-c3ccco3)o2)c1	108	6	-0.1	106	100	107	108	97
CN(C)S(=O)(=O)c1cccc(C(=O)Nc2n[nH]c(C(F)(F)F)n2)c1	103	-1	-0.3	103	104	108	96	95
Oc1ccccc1CN1CCCC(N2CCc3ccccc3C2)C1 (configuration not stated)	104	12	0.1	102	107	109	90	108
COCCNC(=O)c1ccc(NS(C)(=O)=O)cc1	105	0	0.0	104	105	107	113	103

smiles	CIT2 TOR yeast	AHR act	Efflux pump mplx	AGP1 TOR yeast	RPL19A TOR yeast	MEP2-GFP yeast	CR mimetic SO	LAP4-GFP MLPCN
O=C(COC(=O)COc1ccccc1)Nc1ncc(Cl)cc1Cl	106	4	0.1	97	101	105	107	92
OCCC1CN(Cc2ccc3c(c2)CCO3)CCN1Cc1ccc(F)cc1 (configuration not stated)	107	2	-0.1	110	105	108	109	102
Nc1nc(Sc2c([N+](=O)[O-])cc(C(F)(F)F)cc2[N+](=O)[O-])n[nH]1	98	0	0.0	106	99	99	115	104
CCS(=O)(=O)NCCc1cc2c(OC)ccc(OC)c2[nH]c1=O	103	6	0.0	98	94	99	102	97
Cn1c2ccc(F)cc2c2ncn(Cc3ccccn3)c(=O)c21	101	4	0.0	103	98	103	113	113
CSc1ccc(S(=O)(=O)N2CCC(C(=O)NCc3ccncc3)CC2)cc1	114	-1	0.0	102	102	104	83	99

In the list so far, eleven contain a carbonyl joined to an NH by a bond outside any ring:
smiles	CIT2 TOR yeast	AHR act	Efflux pump mplx	AGP1 TOR yeast	RPL19A TOR yeast	MEP2-GFP yeast	CR mimetic SO	LAP4-GFP MLPCN
CCCCOc1c(C(=O)Nc2ccccc2)nnn1-c1ccccc1	91	-1	0.1	95	94	96	103	95
CCOC(=O)C1=C(C)NC(=O)C1CC(=O)Nc1ccccc1 (configuration not stated)	104	-2	-0.1	107	107	113	106	96
Cc1ccccc1N1CCN(S(=O)(=O)C[C@]23CCC(CC2NC(=O)[C@@H](N)CCS(C)(=O)=O)C3(C)C)CC1 (some centres not stated)	89	0	0.2	89	99	93	98	102
CCOc1ccccc1N1CC(C(=O)Nc2cccc(S(=O)(=O)N3CCCCC3)c2)CC1=O (configuration not stated)	91	0	-0.4	99	96	97	86	101
CCOC(=O)N1CCC(NC(=O)c2ccc3c(c2)N=C(CC)c2ccccc2S3)CC1	100	7	0.0	99	92	93	88	108
N#Cc1c(NC(=O)/C=C/c2ccco2)sc2c1CCCC2	83	1	0.1	85	89	92	97	90
Cc1cccc(NC(=O)CSc2nnc(-c3ccco3)o2)c1	108	6	-0.1	106	100	107	108	97
CN(C)S(=O)(=O)c1cccc(C(=O)Nc2n[nH]c(C(F)(F)F)n2)c1	103	-1	-0.3	103	104	108	96	95
COCCNC(=O)c1ccc(NS(C)(=O)=O)cc1	105	0	0.0	104	105	107	113	103
O=C(COC(=O)COc1ccccc1)Nc1ncc(Cl)cc1Cl	106	4	0.1	97	101	105	107	92
CSc1ccc(S(=O)(=O)N2CCC(C(=O)NCc3ccncc3)CC2)cc1	114	-1	0.0	102	102	104	83	99
